# PLC-gamma1 inh: PLC-gamma1 enzyme inhibitors, primary screen, biochemical, fluorescence, purified enzyme | fluorogenic substrate | inhibition, % at 12.2 µM | 370,000 compounds, 0.84% hits | AID 720700, 2013; in the data active means inhibition above about 9.5%
# DDE Tn7 FP inh: inhibitors of Tn7 peptide binding to fibrin DD(E), primary screen, biochemical, fluorescence polarization, human fibrin, Tn7 probe | FP displacement of FITC-Tn7 peptide from fibrin DD(E); 0% = median of compound wells per plate | 370,000 compounds, 0.13% hits | inhibition, % at 8.3 µM | Fibrinogen beta chain (Homo sapiens), P02675;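 active means inhibition above the mean of compounds falling within the control limits plus 3 SD of them, cut at about 14% in these data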;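 further: 0% = plate median of compound wells and 100% = 10 µM Aha-Tn7 peptide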
#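 Assay system: human fibrin DD(E). Input: DD(E) 2 µM final. Medium: Tris buffer with calcium and detergent, pH 7.8. Compound dosing: single point at 8.3 µM. Timing: 10 min plus 3 h, room temperature. Technique: fluorescence polarization of the labelled Tn7 tracer. Read-out: percent inhibition. Replicates: singlicate testing.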
# ASAP1 inh: inhibitors of human ASAP1 ArfGAP activity, primary screen, biochemical, fluorescence polarization; Arf-GAP with SH3 domain, ANK repeat and PH domain-containing protein 1 (Homo sapiens), …; ASAP1-stimulated ARF1 GTP hydrolysis, GDP FP detection; inhibition, % at 16.5 µM; 360,000 compounds, 0.19% hits; AID 624377, 2012; in the data active means inhibition above about 25%;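 further: 0% = vehicle with enzyme and substrate and 100% = no enzyme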
# Target sequence (Q9ULH1 325-724 limits assumed): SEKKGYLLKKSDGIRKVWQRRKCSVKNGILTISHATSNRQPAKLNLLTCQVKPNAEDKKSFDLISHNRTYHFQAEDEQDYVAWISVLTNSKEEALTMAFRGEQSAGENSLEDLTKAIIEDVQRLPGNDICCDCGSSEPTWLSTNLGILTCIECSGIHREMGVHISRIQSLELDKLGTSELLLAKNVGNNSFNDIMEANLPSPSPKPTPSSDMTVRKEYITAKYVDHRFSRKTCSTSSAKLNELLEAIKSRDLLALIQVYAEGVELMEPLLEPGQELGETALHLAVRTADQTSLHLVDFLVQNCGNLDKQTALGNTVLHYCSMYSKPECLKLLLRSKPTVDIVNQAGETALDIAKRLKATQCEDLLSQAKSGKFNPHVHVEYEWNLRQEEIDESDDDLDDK
# NR1D1 modulator: modulators of Rev-erb alpha DNA binding, primary screen, biochemical, FITC-DNA, fluorescence polarization, uHTS; Nuclear receptor subfamily 1 group D member 1 (Homo sapiens), P20393; Rev-erbα–FITC-DNA binding, 90 min; activity, % at 10 µM; 370,000 compounds, 0.79% hits; AID 1259318, 2017;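 active means activity above about 14%, limit read from the data; passing the limit was not always enough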;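 further: 0% = DMSO wells with 35 nM protein and 100% = DMSO wells with 750 nM protein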
# UHRF1 MBD2 ctr: UHRF1 methylated DNA binding inhibitors, primary screen, counter-screen for MBD2 inhibitor project, biochemical, TR-FRET, human UHRF1, single concentration; AID 687016, 2013; 370,000 compounds, 0.75% hits; inhibition, % at 4.4 µM; UHRF1 binding to methylated oligo; in the data active means inhibition above about 21%;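 further: UHRF1 SRA domain binding a hemimethylated CpG hairpin DNA probe; 0% = median of test compound wells and 100% = reference inhibitor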
# HGIII-sPLA2 inh: human group III sPLA2 inhibitors, primary screen, biochemical, QFRET, BODIPY PC-A2 liposome substrate. QFRET BODIPY PC-A2 liposome hydrolysis, fluorescence. inhibition, % at 12.2 µM. 370,000 compounds, 0.56% hits;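 active means inhibition above mean plus 3 SD of compounds lying within the high and low control bounds, cut at about 19% in these data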;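 further: 0% = median of test compound wells and 100% = no enzyme DMSO wells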
# KLK7 zymogen act: proKLK7 zymogen activators, primary screen, biochemical, fluorescence intensity | activation, % at 7 µM | 370,000 compounds, 0.9% hits | purified proKLK7, EDANS-DABCYL substrate fluorescence; 100% is mature enzyme control, 0% vehicle;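 active means activation above the mean of all tested compounds plus 3 SD, computed per campaign excluding outliers beyond control limits, cut at about 13% in these data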
# Target sequence (P49862 whole entry, looked up): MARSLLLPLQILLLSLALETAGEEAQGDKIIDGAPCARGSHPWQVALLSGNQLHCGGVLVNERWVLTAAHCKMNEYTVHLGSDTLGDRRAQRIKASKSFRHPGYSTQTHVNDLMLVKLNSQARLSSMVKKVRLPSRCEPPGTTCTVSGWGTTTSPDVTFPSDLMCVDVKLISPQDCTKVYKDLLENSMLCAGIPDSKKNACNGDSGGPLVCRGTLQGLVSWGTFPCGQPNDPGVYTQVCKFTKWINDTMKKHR
# ARFGAP1 inh: inhibitors of rat ARFGAP1 GAP activity, primary screen, biochemical, fluorescence polarization, GDP tracer; Arfgap1-stimulated ARF1 GTP hydrolysis, GDP FP detection; inhibition, % at 16.5 µM; 360,000 compounds, 0.26% hits; AID 651572, 2012;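 active means inhibition above a per-plate limit, mean inhibition of low control wells plus 3 SD, cut at about 25% in these data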;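 further: 0% = DMSO wells with enzyme and 100% = wells lacking Arfgap1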
# Target sequence (Q62848 1-136 limits assumed): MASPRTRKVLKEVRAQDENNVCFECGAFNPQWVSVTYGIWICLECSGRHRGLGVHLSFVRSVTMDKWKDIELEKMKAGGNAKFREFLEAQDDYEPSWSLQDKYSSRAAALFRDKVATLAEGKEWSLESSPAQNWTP
#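 system = rat Arfgap1 catalytic domain, aa 1-136 | technique = FP, GDP Alexa 633 tracer displaced from anti-GDP antibody, 620/688 nm | compound = one concentration, 16.5 µM, DMSO 1.26% | medium = HEPES-based buffer, pH 7.5 | timing = compound-enzyme preincubation 20 min, reaction 120 min, detection 60 min, 25 °C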
# Tn6 DDE FP: inhibitors of Tn6 peptide binding to fibrin DD(E), primary screen, biochemical, fluorescence polarization, human fibrin, Tn6 probe. 370,000 compounds, 0.21% hits. Fibrin DD(E) TRITC-Tn6 fluorescence polarization displacement. inhibition, % at 8.3 µM. Fibrinogen beta chain (Homo sapiens), P02675;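 active means inhibition above a per-campaign cutoff: mean of compounds within control limits plus 3 SD, cut at about 15% in these data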;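 further: 0% = median of all compound wells on the plate and 100% = blocking peptide control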
# PLCb3 inh: human PLC-beta3 inhibitors, primary screen, biochemical, fluorescence | 1-phosphatidylinositol 4,5-bisphosphate phosphodiesterase beta-3 (Homo sapiens), Q01970 | Purified PLC-beta3, fluorogenic substrate | inhibition, % at 12.2 µM | 370,000 compounds, 0.18% hits; in the data active means inhibition above about 11%;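 further: 0% = median of compound wells on plate and 100% = full blocker control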
# An asterisk follows results filed as active; i = inactive; . = not tested or not shown.
entry	SMILES	PLC-gamma1 inh	DDE Tn7 FP inh	ASAP1 inh	NR1D1 modulator	UHRF1 MBD2 ctr	HGIII-sPLA2 inh	KLK7 zymogen act	ARFGAP1 inh	Tn6 DDE FP	PLCb3 inh
1	Cc1sc(NC(=O)C2CCCCC2C(=O)O)c(C(N)=O)c1-c1ccc(C(C)(C)C)cc1 (stereo not given)	-1	0	-5	-2	-3	4	-0.1	-9	-1	-1
2	CCOc1c(Cl)cc(CNCC(O)c2ccccc2)cc1OC (stereo not given)	11*	-4	6	3	-4	-10	0.3	6	0	2
3	COc1ccc(C2CC(=O)Nc3sc(=N)c4c(N)c(C#N)c(N)nc4c32)cc1OC (stereo not given)	-11	0	4	0	-3	11	-0.7	-8	9	-8
4	O=C(CSc1nccc(=O)[nH]1)c1ccccc1Br	1	0	-2	-1	1	-1	-0.1	7	0	1
5	COc1ccc(OC)c(NC(=O)COC(=O)CCS(=O)(=O)c2ccc(Cl)cc2)c1	3	0	6	-3	21*	-11	0.0	-1	4	-4
6	Cc1c(NC(=O)C(C)n2cc([N+](=O)[O-])cn2)c(=O)n(-c2ccccc2)n1C (stereo not given)	5	-1	-25	-1	0	1	0.2	-3	9	3
7	COc1ccc(NC(=O)Nc2ccccn2)cc1OC	1	-10	2	-6	0	-1	0.1	0	-3	-29
8	Cn1cccc1/C=N/N1CCN(Cc2cccc3ccccc23)CC1	4	0	1	3	-2	4	-0.6	-9	10	-10
9	CCC(C)[C@H](NC(=O)[C@H](Cc1ccccc1)n1c(=O)[nH]c2ccccc2c1=O)C(=O)N1CCC[C@@H]1C(=O)O (stereo not given in full)	1	1	-9	-4	0	-2	-0.2	1	5	0
10	COC(=O)c1cccc(NC(=O)c2ccccc2)c1	1	4	-8	-6	-3	9	-0.5	-2	-5	-1
11	O=C(CNS(=O)(=O)c1cccc(C(F)(F)F)c1)NC1CCCCCC1	1	6	-5	6	0	-18	-0.2	7	2	1
12	Nc1[nH]c(C(=O)c2ccccc2)c(-c2ccc(Cl)cc2)c1C(=O)c1c[nH]c2ccc(Br)cc12	-15	4	8	2	-2	-14	0.6	18	-8	-22
13	C/C(=C\c1cc(C(=O)O)c(C)o1)CO	0	-10	13	-4	6	2	0.6	-11	-3	-1
14	COC(=O)c1[nH]c2ccccc2c1NS(=O)(=O)c1ccc(OC)cc1OC	1	-8	2	-4	2	-8	-0.8	2	10	-1
15	COc1ccc(-c2cc(C(=O)NCCCN3CCOCC3)on2)cc1OC	1	-1	-6	1	-1	5	2.0	-8	2	-4
16	COc1ccc(-c2nc(CS(=O)(=O)CC(=O)NCCCN3CCN(C)CC3)c(C)o2)cc1	0	0	2	6	10	0	-0.9	-10	2	-9
17	Cc1ccc(/C=N/NC(=O)Cc2cccn2C)s1	-3	-4	10	0	-3	-19	0.8	-4	2	-3
18	N#CC(c1nc2ccccc2nc1N1CCCC1)S(=O)(=O)c1ccccc1 (stereo not given)	-345	-2	2	9	-9	-12	8.7	3	6	i
19	Fc1ccc(COc2ccc(Br)cc2CNCC2CCCO2)cc1 (stereo not given)	0	-1	-9	1	9	2	0.7	11	4	-10
20	O=C(CCn1c(=O)c2sccc2n(Cc2cc(=O)n3ccccc3n2)c1=O)NCc1ccco1	-29	-1	0	-3	-2	1	-0.2	9	2	-45
21	CCOc1ccc(CNC(=O)C2CCN(S(=O)(=O)N3CCCC3)CC2)cc1OC	3	4	5	-3	-1	-2	-0.6	7	4	2
22	Cn1c(=O)[nH]c2nc[nH]c2c1=O	-1	-6	0	-3	0	6	0.3	11	0	4
23	Cc1cc(Cl)ccc1NC(=O)CSc1nnc(Cc2cccs2)n1Cc1ccco1	-1	-5	-2	0	-1	-14	-0.2	-1	-2	-3
24	O=C(CSc1nnc(-c2ccncc2)n1CC1CCCO1)Nc1nccs1 (stereo not given)	2	0	-6	2	-1	0	0.7	-4	0	1
25	S=c1[nH]nc2ccccn12	-50	-6	-3	2	-1	7	1.1	-2	5	-62
26	O=C(COC(=O)c1cc(Cl)ccc1O)c1ccc2c(c1)OCO2	-1	0	10	8	-3	-4	2.0	1	8	-3
27	CCCCc1cc(=O)oc2cc(C)cc(OCC(=O)NCC3CCC(C(=O)O)CC3)c12 (stereo not given)	-182	4	-13	3	0	-4	7.3	1	-1	-212
28	Cc1ccc(C)c(NC(=O)COC(=O)c2ccc3ccccc3n2)c1	-5	-1	-5	-2	11	-4	0.1	4	6	-9
29	COc1ccc(/C=N/NC(=O)c2[nH]ncc2Br)c(OC)c1	-5	6	-7	0	-6	-9	-0.9	5	3	-5
30	CSc1nc(S(=O)(=O)c2ccc(C)cc2)c(Cl)s1	4	-3	3	5	0	-5	-0.2	-13	1	-2
31	CC1CN(c2ccc(Oc3ccccc3)cc2)c2nc3c(c(=O)n(CC(N)=O)c(=O)n3C)n2C1 (stereo not given)	-7	-4	15	1	1	11	0.8	15	0	-12
32	Cc1onc(C(=O)NCc2cccs2)c1[N+](=O)[O-]	1	5	-3	-2	1	7	-0.4	7	8	-4
33	CCOc1cc(/C=C2/NC(=S)NC2=O)ccc1OCc1ccc([N+](=O)[O-])cc1	0	4	29*	-20	0	6	0.0	2	2	1
34	Cc1nn(C)c(C)c1/C=N/O	-2	0	-1	4	-1	-4	-0.3	-10	-2	1
35	COc1ccccc1-c1cnn2c(NC3CCCC3)cc(C)nc12	-228	3	-4	-6	2	16	-9.0	8	-8	-306
36	Cc1ccc(S(=O)(=O)Nc2ccc(S(=O)(=O)Nc3nccs3)cc2)c([N+](=O)[O-])c1	-1	1	-17	3	0	-2	-0.1	-5	2	-8
37	NC(=O)C[C@@H]1NC(=O)CNC(=O)c2cc([N+](=O)[O-])cc(I)c2NCCC(C(N)=O)NC1=O (stereo not given in full)	3	-4	5	-1	6	5	0.0	-3	4	4
38	CCCC(=O)Nc1cccc(NC(=O)c2ccc3c(c2)OCO3)c1	-3	6	8	-2	1	2	0.3	2	6	-1
39	Cc1cc(C)cc(OCC(=O)NNC(=O)c2cc(C)[nH]n2)c1	0	5	-18	-5	3	2	-0.1	-7	-1	-1
40	COc1ccc(CN(C)C(=O)CCl)cc1	6	4	-2	7	5	1	0.1	0	-9	-5
41	COc1ccc(NC(=O)CC2C(=O)N(c3ccc(Cl)cc3)C(=S)N2CCc2ccccn2)cc1 (stereo not given)	1	-11	3	-1	-1	-17	0.5	2	4	-2
42	COc1ccc(NC(=O)c2cc(Br)ccc2Cl)c(OC)c1	2	3	-5	-3	1	8	-0.3	0	-2	5
43	CCN(Cc1ccccc1)C(=O)/C=C/c1ccccc1[N+](=O)[O-]	0	5	-15	0	-2	4	0.4	6	4	1
44	Cc1ccc(-c2[nH]ncc2C(=O)c2ccccc2C)c(O)c1	-2	3	-5	3	-2	-69	-0.3	2	-4	-2
45	CCN(C(=O)c1ccco1)c1nnc(-c2cccnc2)s1	-1	-5	-11	6	-2	3	-0.2	-12	1	-8
46	COc1ccc(CCC(=O)OCC(=O)Nc2ccc3[nH]c(=O)[nH]c3c2)cc1	3	-11	0	-1	0	5	-0.2	-8	-3	0
47	O=C(COC(=O)CNC(=O)c1ccco1)NCCN1C(=O)CSC1=O	-1	6	-1	4	0	-1	0.3	-7	-4	-2
48	Cc1ccccc1NC(=S)N(CCCN1CCCCC1)Cc1ccco1	2	4	-5	0	1	3	-0.2	-10	2	5
49	CC(C)Nc1nc(-c2cccnc2)nc(-c2ccc(Cl)cc2)c1C#N	1	7	14	247*	-1	0	-0.5	-3	10	-2
50	CCOC(=O)C1(C)CCCN(C(=O)c2ccc3snnc3c2)C1 (stereo not given)	-4	0	-2	-2	0	0	0.5	-8	-8	-1
51	Nc1nc(NCC(=O)O)nc(NC2CCCCC2)c1[N+](=O)[O-]	6	-4	18	-4	2	0	-0.3	3	-3	9
52	CC1CCN(S(=O)(=O)c2ccc(N=NC3=C(O)CC(C)(C)CC3=O)cc2)CC1	1	3	3	0	-1	11	0.1	7	4	3
53	Cc1ccc(S(=O)(=O)n2ccc(-c3c(-c4ccccc4)noc3C)n2)cc1	1	1	.	4	0	-3	-0.1	.	3	0
54	Cc1ccc(S(=O)(=O)NN=Cc2cc(Cl)ccc2O)cc1	-68	-3	-5	5	1	-2	-1.6	-2	-5	-101
55	Cc1ccc(C)c(OCCCCn2ccnc2)c1	0	-4	9	-7	-5	-14	-0.6	16	-3	2
56	O=C(CCc1ccc(O)cc1)c1c(O)cc(O)cc1O	1	-10	18	-4	0	1	0.0	16	-7	-4
57	COCc1nc2oc3ccccc3c(=O)c2cc1C(=O)OC	0	-1	-10	-2	-1	1	-0.6	6	5	-7
58	CC(C)CSc1ncc(-c2cccc(C(F)(F)F)c2)cn1	7	-2	-12	1	2	-2	-0.1	6	-6	5
59	Cc1oc2cc3oc(=O)c(CCC(=O)NCCCn4ccnc4)c(C)c3cc2c1C	-352	2	7	-1	0	-6	7.6	6	4	-419
60	Cc1csc(NC(=O)c2cnccn2)n1	-1	3	4	-3	3	5	-0.4	0	9	-1

# Next compounds follow:
entry	SMILES	PLC-gamma1 inh	DDE Tn7 FP inh	ASAP1 inh	NR1D1 modulator	UHRF1 MBD2 ctr	HGIII-sPLA2 inh	KLK7 zymogen act	ARFGAP1 inh	Tn6 DDE FP	PLCb3 inh
61	Cc1cnc(C(=O)OCc2ccc(C#N)cc2)cn1	-2	-3	5	-4	-1	-1	0.5	7	4	-11
62	CC(C)c1ccc(NC(=O)Cc2c(C(=O)O)n(C)c3ccccc23)cc1	0	6	7	-8	-2	-33	-0.8	4	1	-9
63	COc1cccc(OCC(=O)Nc2cc(Cl)ccc2Oc2ccccc2)c1	2	-3	6	4	-1	-3	0.4	11	4	5
64	CC(=O)N(C(C)=O)c1c(N2CCCC2)c2ccccc2oc1=O	2	2	10	-1	0	3	-0.3	8	3	-9

# 3 of the entries above in order of the DDE Tn7 FP inh value, largest number first.
entry	Molecule	PLC-gamma1 inh	DDE Tn7 FP inh	ASAP1 inh	NR1D1 modulator	HGIII-sPLA2 inh	KLK7 zymogen act	ARFGAP1 inh	Tn6 DDE FP	PLCb3 inh
62	CC(C)c1ccc(NC(=O)Cc2c(C(=O)O)n(C)c3ccccc23)cc1	0	6	7	-8	-33	-0.8	4	1	-9
64	CC(=O)N(C(C)=O)c1c(N2CCCC2)c2ccccc2oc1=O	2	2	10	-1	3	-0.3	8	3	-9
63	COc1cccc(OCC(=O)Nc2cc(Cl)ccc2Oc2ccccc2)c1	2	-3	6	4	-3	0.4	11	4	5

# Assay outcomes from PubChem.
